Compound activity (PubChem)
Mdm2 MdmX PPI = disrupts the human Mdm2-MdmX interaction; SaOS-2 split-luciferase Mdm2/MdmX complementation, luminescence; inhibition, % at 8 µM; 330,000 compounds, 3% hits; AID 485346;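 active means inhibition of at least 50% at 8 µM in the primary screen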
tim23-1 inh = tim23-1 yeast growth inhibition | S. cerevisiae tim23-1 growth, BacTiter-Glo luminescence, 24 h | inhibition, % at 20 µM | 330,000 compounds, 1.3% hits | AID 463212;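 active means growth inhibition of the mutant yeast at or above 50%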;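 further: temperature-sensitive mutant grown at 25 °C; plate controls were DMSO-treated mutant yeast for no effect and medium wells lacking yeast for full effect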
TIM10 inh = inhibits growth of TIM10 yeast strain; AID 463195; inhibition, % at 10 µM; S. cerevisiae TIM10 strain growth, BacTiter-Glo luminescence, 24 h; 330,000 compounds, 1.4% hits;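 active means inhibition of 40% or more at the single tested concentration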;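 further: wild-type TIM10 isogenic control strain grown at permissive 25 °C; 0% = DMSO yeast wells and 100% = minimal medium wells without yeast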
NLRP3 yeast inh = blocks the NALP3 inflammasome reconstituted in yeast; Yeast reconstituted NLRP3/ASC/caspase-1, beta-gal luminescence, 24 h; inhibition, % at 10 µM; 330,000 compounds, 0.39% hits;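 active means inhibition of 50% or more; inactive means inhibition below 50%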;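 further: plate controls were induced DMSO wells for no effect and uninduced yeast grown without galactose for full effect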
APJ agonist = agonists of human APJ apelin receptor; activation, % at 20 µM; CHO-K1 APJ PathHunter beta-arrestin, luminescence; 0% DMSO wells, 100% apelin; 330,000 compounds, 0.11% hits;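 active means activation more than six SD over the plate average, tested at 20 µM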;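 further: 0% = DMSO alone and 100% = apelin-13 at 10 nM; some results filed as inactive read as strong as hits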
Target sequence (P35414 whole entry, looked up): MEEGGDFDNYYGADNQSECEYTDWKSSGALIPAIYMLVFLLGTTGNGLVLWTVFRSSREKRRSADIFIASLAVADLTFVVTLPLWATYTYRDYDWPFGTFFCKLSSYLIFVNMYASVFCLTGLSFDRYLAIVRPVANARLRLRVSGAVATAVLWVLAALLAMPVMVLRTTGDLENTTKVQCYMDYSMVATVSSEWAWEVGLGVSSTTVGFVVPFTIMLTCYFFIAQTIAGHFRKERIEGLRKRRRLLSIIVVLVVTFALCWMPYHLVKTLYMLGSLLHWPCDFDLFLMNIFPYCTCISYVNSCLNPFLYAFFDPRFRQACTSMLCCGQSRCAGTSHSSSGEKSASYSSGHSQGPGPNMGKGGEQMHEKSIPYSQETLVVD
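Incubation: overnight seeding, 90 min compound at 25 °C, 1 h detection; test system: PathHunter CHO-K1 APJ (AGTRL-1) beta-arrestin reporter cells; amount: 1000 cells/well; doses: one dose, 20 µM compound, 1% DMSO; measured by: beta-gal luminescence; measure: agonist-driven arrestin binding to APJ; benchmarks: negative DMSO alone, positive Apelin-13 at 10 nM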
tim10-1 inh = tim10-1 yeast growth inhibition; inhibition, % at 20 µM; S. cerevisiae tim10-1 ts strain growth, BacTiter-Glo, 24 h; 330,000 compounds, 2.2% hits;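 active means inhibition of at least 40%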;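 further: mutant grown at 25 °C; 0% = DMSO wells with yeast and 100% = wells holding no yeast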
GRIN3A LBD mod = modulators (binders) of human NR3A ligand-binding domain. NR3A LBD differential scanning fluorimetry, Tm shift; 0% = protein alone, 100% = glycine-bound protein. AID 1259313. Tm shift relative to glycine control, % at 25 µM. 340,000 compounds, 2.5% hits;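 active means melting temperature shift of at least 10% of the positive control shift, at one fixed dose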
UPR XBP1 act = adaptive UPR (XBP1) activation; CHO-XBP1 luciferase reporter, IRE1-XBP1 UPR activation, luminescence; percent of tunicamycin response, DMSO as zero; 330,000 compounds, 0.33% hits; activation, % at 20 µM;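 active means versus positive control, 20 µM dose yields 30% or more activation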;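 further: 100% = tunicamycin at 10 µg/mL and 0% = DMSO only wells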
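Assay system: CHO-XBP1 luciferase reporter cells; Schedule: 6 h treatment, 37 °C; Detection: glow luminescence from Steady-Glo reagent; Benchmarks: high control tunicamycin 10 µg/mL final, low control DMSO vehicle only.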
UPR CHOP act = activators of apoptotic arm of unfolded protein response (CHOP); CHO-CHOP luciferase reporter, UPR activation, luminescence; percent of tunicamycin response over DMSO baseline; activation, % at 10 µM; 330,000 compounds, 0.34% hits;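 active means at 10 µM dose, activation of 40% or more, normalized to positive control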;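 further: 100% = tunicamycin at 10 µg/mL and 0% = DMSO alone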
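Dosing – one dose, 10 µM in 0.5% DMSO · System – CHO-CHOP cells, stable luciferase reporter of PERK-eIF2a-CHOP signalling · Input – 500 cells/well · Control set – tunicamycin 10 µg/mL final as positive, DMSO-only wells as negative · Timing – 6 h compound treatment, 37 °C · Measure – % activation vs tunicamycin · Technique – luminescence read with Steady-Glo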
* marks the source's active call; other numbers are inactive results; . = not tested or not shown.

Every second line gives: Mdm2 MdmX PPI, tim23-1 inh, TIM10 inh, NLRP3 yeast inh, APJ agonist, tim10-1 inh, GRIN3A LBD mod, UPR XBP1 act, UPR CHOP act
O=[N+]([O-])c1ccc(NCCNS(=O)(=O)c2ccccc2)c(C(F)(F)F)c1
 : 4.7, 39.7, 4.5, 18.0, -1.8, 30.4, 0.3, -0.4, -0.8
C=C(C)c1cccc(C(C)(C)NC(=O)Nc2ncccn2)c1
 : 12.4, 26.6, 5.8, 12.1, 6.1, 16.7, 1.3, -0.8, 0.0
CCN(C(=O)COC(=O)c1ccc2c(c1)OCO2)c1ccccc1
 : -7.5, 34.4, -2.4, 7.1, -2.1, 16.1, 2.6, 1.5, 1.0
COc1ccc(-n2c(N)c(C(=O)NCc3ccco3)c3nc4ccccc4nc32)c(OC)c1
 : 34.3, 22.9, 7.3, 7.0, 0.8, 16.5, 0.1, -4.6, 4.9
O=C(Nc1ccccc1)Nc1ccc(C(=O)N2CCCC2)cc1
 : -82.4, 41.9, 21.8, -2.1, -3.7, 31.9, -46.0, -3.1, -2.7
Cn1c(C(=O)OCC(=O)NCc2ccco2)cc2sccc21
 : -7.5, 13.2, 8.5, 2.0, 1.5, 14.5, ., -1.4, -1.7
Nc1nonc1C(=O)NCCNS(=O)(=O)c1ccc(F)cc1
 : -18.7, 1.0, -5.6, 3.8, -3.6, 2.7, -2.8, -1.5, -0.2
O=C(CN1CCN(Cc2ccccc2F)C1=O)NCCc1ccc(Cl)cc1
 : 26.1, 5.6, 4.3, 14.0, -0.6, 14.9, 0.4, -0.6, 0.7
COc1ccc2cc3c(N)c(C(=O)N4CCCC4)sc3nc2c1
 : -46.2, 34.3, 14.4, 8.8, -1.6, 30.4, -3.8, 3.6, 5.3
COc1ccc([N+](=O)[O-])cc1CSc1ccccn1
 : 18.3, 4.6, 7.7, 13.5, -1.8, 16.8, -1.0, 5.2, 1.4
C=C(C)CSc1nc(N)c2c(C)c(C)sc2n1
 : 5.5, 5.9, 4.5, 0.7, 4.3, 9.9, -1.1, 1.1, 4.2
CC(CNS(=O)(=O)c1ccccc1)(c1ccccc1)N1CCCCC1 (stereo not drawn)
 : -21.3, 12.1, -1.6, 11.3, -5.7, 4.0, 1.6, -0.7, -0.7
Cc1ccccc1NC(=O)CNc1ccccc1C(=O)NCc1ccco1
 : 35.8, 25.4, 13.8, 17.0, -2.1, 25.2, 0.8, -1.6, 1.1
CC(C)C1COC(c2cccc3ccccc23)=N1 (stereo not drawn)
 : -121.6, 12.1, 8.2, 19.4, -4.3, 1.3, 2.4, 0.0, 1.8
CN(C)/C=C/C(=O)c1ccc(S(=O)(=O)c2ccccc2)cc1
 : 11.2, 1.3, -17.3, 4.5, -2.8, 4.0, -1.7, -3.1, -0.6

Part of the list above, as labelled records.
molecule: CC(CNS(=O)(=O)c1ccccc1)(c1ccccc1)N1CCCCC1 (stereo not drawn)
  Mdm2 MdmX PPI: -21.3
  tim23-1 inh: 12.1
  TIM10 inh: -1.6
  NLRP3 yeast inh: 11.3
  APJ agonist: -5.7
  tim10-1 inh: 4.0
  GRIN3A LBD mod: 1.6
  UPR XBP1 act: -0.7
  UPR CHOP act: -0.7
molecule: Cc1ccccc1NC(=O)CNc1ccccc1C(=O)NCc1ccco1
  Mdm2 MdmX PPI: 35.8
  tim23-1 inh: 25.4
  TIM10 inh: 13.8
  NLRP3 yeast inh: 17.0
  APJ agonist: -2.1
  tim10-1 inh: 25.2
  GRIN3A LBD mod: 0.8
  UPR XBP1 act: -1.6
  UPR CHOP act: 1.1
molecule: CC(C)C1COC(c2cccc3ccccc23)=N1 (stereo not drawn)
  Mdm2 MdmX PPI: -121.6
  tim23-1 inh: 12.1
  TIM10 inh: 8.2
  NLRP3 yeast inh: 19.4
  APJ agonist: -4.3
  tim10-1 inh: 1.3
  GRIN3A LBD mod: 2.4
  UPR XBP1 act: 0.0
  UPR CHOP act: 1.8
molecule: CN(C)/C=C/C(=O)c1ccc(S(=O)(=O)c2ccccc2)cc1
  Mdm2 MdmX PPI: 11.2
  tim23-1 inh: 1.3
  TIM10 inh: -17.3
  NLRP3 yeast inh: 4.5
  APJ agonist: -2.8
  tim10-1 inh: 4.0
  GRIN3A LBD mod: -1.7
  UPR XBP1 act: -3.1
  UPR CHOP act: -0.6

The results go on.
Every second line gives: Mdm2 MdmX PPI, tim23-1 inh, TIM10 inh, NLRP3 yeast inh, APJ agonist, tim10-1 inh, GRIN3A LBD mod, UPR XBP1 act, UPR CHOP act
COc1ccc(S(=O)(=O)NC2CC2)cc1C(=O)N1CCOCC1
 : 27.8, 6.8, 19.7, 7.7, 0.7, -7.3, -1.0, -2.4, -0.9
Cc1cccc(N2C(=O)CC(Sc3ncn[nH]3)C2=O)c1 (stereo not drawn)
 : 13.1, 23.9, 27.0, 18.5, 1.0, 29.7, 1.1, 10.5, 2.7
COc1cc(CNC2CCCCCCC2)ccc1OCC(N)=O
 : -6.2, 5.2, -2.6, 9.1, -4.7, 3.5, -4.0, -2.3, 1.3
CCc1cc(=O)oc2c(C)c(O)c(CN(C)C)cc12
 : 10.3, 4.7, 1.1, 5.0, -2.8, 5.1, -0.7, -0.1, -1.5
COc1ccc(S(=O)(=O)N2CCN(C)CC2c2ccccc2)cc1 (stereo not drawn)
 : 20.5, 7.4, 4.6, 2.6, -4.3, 6.9, 1.1, 2.5, 0.4
CC(=O)Nc1nc(N(C)C)nc(N(C)C)n1
 : 10.0, -1.9, 8.0, 8.4, -4.3, -5.9, 0.2, -5.4, -0.5
COc1ccc(/C=N/NC(=O)c2ccoc2C)cc1CN1CCN(c2ccc(F)cc2)CC1
 : -15.0, 19.1, -10.4, 3.4, -0.3, 20.3, 3.5, -6.3, 4.4
O=C(Nc1nc(-c2ccccc2)cs1)c1ccccc1F
 : -43.8, 23.4, 0.9, 6.3, -1.4, 7.4, 1.6, 0.5, 7.6
O=C(O)Cc1c(O)ccc2ccccc12
 : 12.3, 10.9, -0.7, 3.5, 1.9, 13.6, -0.9, -1.6, -0.2
NC(=O)COC(=O)c1ccc(-c2ccccc2)cc1
 : 22.6, 22.9, 9.5, 40.7, -2.3, 7.1, -2.4, 0.4, 1.4
O=C(c1ccc(NC2=NC3CS(=O)(=O)CC3S2)cc1)N1CCN(c2ccc(F)cc2)CC1 (stereo not drawn)
 : 14.4, -14.5, -6.7, -0.6, -2.2, -26.5, 2.4, -2.5, -2.1
COc1cn(-c2ccccc2)nc1C(=O)Nc1ccc(C)cc1Cl
 : -0.6, 8.0, 0.4, 31.3, 0.8, 11.6, -10.5, 3.8, 3.3
CNC(=O)C1C2C=CC3(O2)C1C(=O)N(CCOC)C3C(=O)NCc1ccc(OC)cc1 (stereo not drawn)
 : 22.4, 3.1, -5.1, -7.3, -0.8, 16.9, -0.4, 2.3, -0.7
CCOC(=O)c1ccc(NC(=S)N(CCN2CCCCCC2)Cc2ccco2)cc1
 : 6.8, 6.4, -5.7, 16.1, -2.4, 33.0, -3.3, 0.7, 0.0
Cc1ccc(OCc2cc(C(=O)N(C)CCc3ccccn3)no2)cn1
 : 10.7, 12.4, 8.5, 6.5, -2.6, 15.4, 1.5, -3.8, -1.1

Every second line gives: Mdm2 MdmX PPI, tim23-1 inh, TIM10 inh, NLRP3 yeast inh, APJ agonist, tim10-1 inh, GRIN3A LBD mod, UPR XBP1 act, UPR CHOP act
CCCn1cc2c(c1-c1cccc(C)c1)c(=O)n(C)c(=O)n2C
 : 10.3, 4.9, -2.9, -6.2, -1.0, 3.1, -0.7, -5.7, -1.1
Cc1ccc(C(=O)N/N=C/c2ccc(-c3cccc(Cl)c3)o2)cn1
 : 20.1, 2.8, 9.1, 14.2, 0.8, -20.8, 0.0, -1.1, 0.1
CCCN1C(=O)SC(CC(=O)Nc2ccccc2)C1=O (stereo not drawn)
 : -21.0, 1.1, -4.5, 32.8, -4.4, 14.7, 0.1, 1.7, 2.7
Cc1ccc2ncc(S(=O)(=O)c3ccccc3)c(N3CCCCC3C)c2c1 (stereo not drawn)
 : 24.2, 24.2, -2.0, 7.3, -0.6, 20.9, -0.5, 6.0, 1.6
CSc1ccc(CN(C)Cc2cc(=O)oc3c(C)c(C)ccc23)cc1
 : -5.7, 22.6, 21.6, 21.6, -3.3, 13.7, 0.0, 0.4, 0.3
COc1cc(C2C(C#N)=C(C)NC3=C2C(=O)CC(C)(C)C3)cc(OC)c1O (stereo not drawn)
 : 15.9, 9.1, 0.8, -19.9, -0.4, 8.0, -0.5, -1.6, -2.0
COc1ccc(-c2c(C)oc3c(CN4CCOCC4)c(O)ccc3c2=O)cc1
 : -6.8, 11.7, -0.3, 1.6, -2.6, 0.6, 0.8, 2.9, -1.7
CSc1cccc(NC(=O)c2cccc3cccnc23)c1
 : -73.1, 34.3, 15.9, 28.3, 0.2, -6.4, -16.1, -3.8, 3.9
COc1ccc(Oc2ccccc2/C=N/O)cc1
 : 25.6, 6.3, -32.6, 31.0, -2.3, -3.8, -1.1, 1.1, -0.2
CN(CC(=O)NC1CCCc2ccccc21)C1CCCCC1 (stereo not drawn)
 : 5.3, 5.1, 6.2, 12.7, -4.2, 8.7, 0.8, 2.4, -2.8
Cc1nnc(-c2ccc(Cl)cc2)nc1NCCN(C)C
 : 2.2, -6.1, 2.4, -2.8, -2.0, 4.8, -3.6, -2.3, -1.1
COc1ccccc1C(=O)NNC1=C(C(=O)C(F)(F)F)CCC1
 : 69.7*, 12.3, 10.4, 10.7, -2.9, 14.2, -4.0, -2.9, -0.5
COc1ccc(CNC(=O)COc2cc3c(c4oc(=O)cc(C)c24)CCC(C)(C)O3)cc1
 : 18.2, 23.2, 12.8, 8.9, -0.9, 15.6, -1.8, -1.1, 1.7
CCOC(=O)c1cnc2c(-c3ccc(Cl)cc3)cnn2c1C
 : -141.9, -2.0, 4.0, 16.3, 1.4, 8.2, -1.3, 0.3, 2.9
Cc1ccccc1S(=O)(=O)N1[C@@H](c2ccc(F)cc2)C(C(=O)O)=CC[C@H]1c1ccc(Cl)cc1
 : -8.2, 11.9, 6.2, 5.5, 5.5, 16.7, -12.7, 1.2, -1.7

Every second line gives: Mdm2 MdmX PPI, tim23-1 inh, TIM10 inh, NLRP3 yeast inh, APJ agonist, tim10-1 inh, GRIN3A LBD mod, UPR XBP1 act, UPR CHOP act
Oc1nc(Nc2ccc(F)cc2)sc1/C=C1\C=Nc2ccccc21
 : -9.1, 8.4, 3.3, 20.0, -4.2, 3.3, 34.3*, 0.9, -1.0
COc1ccc(N2CC(C(=O)Nc3cc(C)on3)CC2=O)cc1 (stereo not drawn)
 : 18.1, 13.1, 5.9, 17.4, -5.6, -2.1, 0.9, 0.7, -1.2
Cc1ccc(C)c(-n2ccnc2SCC(=O)O)c1
 : 21.7, -6.8, -0.7, -0.1, -2.5, 4.7, -3.5, 0.2, 1.5
COc1ccccc1OCC(=O)Nn1c(=S)[nH]c2ncccc2c1=O
 : 3.4, 10.1, 7.2, 12.5, 0.0, 5.7, -0.1, 0.5, 1.0
O=C(NCc1ccccn1)C(=O)NCC1OCCCN1S(=O)(=O)c1cc(F)ccc1F (stereo not drawn)
 : -3.0, -5.9, 2.1, -2.3, 0.1, -8.8, -5.0, -1.0, 0.5
